CYP2C9 inh: blocks human cytochrome P450 2C9; actives 20% (n = 96,000); CYP2C9 Supersomes, luciferin-H conversion, luminescence; P11712; inhibition, % at 5 µM;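 active means blocking of liver enzyme CYP2C9 beyond about 50% at 5 µM, limit read from the data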; further: values of inactives mirror those of a sister screen read the other way
Target sequence (P11712 whole entry, looked up): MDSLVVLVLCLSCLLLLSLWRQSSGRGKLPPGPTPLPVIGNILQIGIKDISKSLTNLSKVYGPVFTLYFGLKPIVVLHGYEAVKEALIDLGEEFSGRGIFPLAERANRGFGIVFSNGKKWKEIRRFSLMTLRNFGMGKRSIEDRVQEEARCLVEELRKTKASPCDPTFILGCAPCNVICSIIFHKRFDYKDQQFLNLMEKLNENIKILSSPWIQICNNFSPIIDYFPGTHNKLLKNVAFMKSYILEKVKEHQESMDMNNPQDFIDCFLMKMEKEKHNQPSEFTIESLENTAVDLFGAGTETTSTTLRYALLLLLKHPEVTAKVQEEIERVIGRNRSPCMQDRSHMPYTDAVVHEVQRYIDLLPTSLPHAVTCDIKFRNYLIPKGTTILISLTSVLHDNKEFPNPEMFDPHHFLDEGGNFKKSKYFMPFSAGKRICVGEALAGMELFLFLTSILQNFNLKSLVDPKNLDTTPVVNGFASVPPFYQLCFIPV
Calb biofilm kill: kills Candida albicans biofilms | inhibition, % at 6 µM | C. albicans biofilm + clotrimazole, Alamar Blue | actives 0.14% (n = 85,000) | AID 834;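 active means inhibition above 20%; inactive means inhibition below 20%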;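 further: preformed 24 hr biofilms exposed to compound for 48 hr; 0% = biofilm without compound and 100% = blank killed by clotrimazole plus chlorhexidine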
CYP2C19 activ: activators of human cytochrome P450 2C19; recombinant CYP2C19, luciferin-H EGE luminescence; stronger effect = higher value; 0 = fully inhibited enzyme, 1 = untreated enzyme; 96,000 tested, under 10 active; activation factor at 5 µM;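 active means activation factor of at least 2 at 5 µM in the primary screen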;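 further: 0 = wells with 2.5 mM tranylcypromine and 1 = vehicle-only wells; values of inactives mirror those of a sister screen read the other way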
Target sequence (P33261 whole entry, looked up): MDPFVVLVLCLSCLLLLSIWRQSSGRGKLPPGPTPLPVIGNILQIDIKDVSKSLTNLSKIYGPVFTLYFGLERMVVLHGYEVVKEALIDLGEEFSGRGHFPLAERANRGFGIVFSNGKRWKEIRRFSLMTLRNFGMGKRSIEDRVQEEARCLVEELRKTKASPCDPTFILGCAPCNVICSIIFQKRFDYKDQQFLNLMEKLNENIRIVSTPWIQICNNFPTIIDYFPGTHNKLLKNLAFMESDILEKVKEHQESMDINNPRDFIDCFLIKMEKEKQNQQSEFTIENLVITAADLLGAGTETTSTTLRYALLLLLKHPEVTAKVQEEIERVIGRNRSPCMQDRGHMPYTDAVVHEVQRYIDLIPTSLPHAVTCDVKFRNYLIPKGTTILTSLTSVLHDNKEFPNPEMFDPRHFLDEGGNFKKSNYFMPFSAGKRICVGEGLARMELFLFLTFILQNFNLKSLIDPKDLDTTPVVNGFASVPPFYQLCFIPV
VCAM1 TNFa inh: reduces TNF alpha induced VCAM1 expression in HUVEC; HUVEC TNFa-induced VCAM-1 immunofluorescence, high-content imaging; inhibition, % at 2 µM; actives 0.48% (n = 95,000); AID 802;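 active means inhibition above the batch mean plus 3 SD, with images confirmed as a hit by eye, cut at about 37% in these data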;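 further: 0% = TNF-stimulated DMSO wells and 100% = unstimulated control wells; not every result past the cut was called active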
CYP2C19 inh: human CYP2C19 inhibition. CYP2C19 Supersomes, luciferin-H EGE luminescence, 30 min. actives 21% (n = 96,000). P33261. inhibition, % at 5 µM;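 active means CYP2C19 inhibition above a set limit at 5 µM in the primary screen, cut at about 50% in these data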;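 further: plate controls were negative control wells for no effect and 2.5 mM tranylcypromine positive control for full effect; values of inactives mirror those of a sister screen read the other way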
HUVEC tox IL1B: toxic to HUVEC cells under IL-1B stimulation. actives 0.41% (n = 94,000). AID 845. HUVEC cell count loss, Hoechst imaging, IL-1B stimulated. cell count reduction, % at 2 µM;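 active means cell count reduction more than 3 SD above the screen-wide mean, cut at about 70% in these data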;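 further: normalized per plate to untreated control cells as the no-loss baseline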
DAT uptake mod: human DAT dopamine uptake with cocaine, either direction; B-score at 10 µM; LLC-PK1 hDAT cells, [14C]-dopamine uptake with cocaine IC80; actives deviate in either direction; actives 1.3% (n = 110,000); AID 449768;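 active means Z score or B-score, a plate-position-corrected score, falls beyond the plate's 99.7% confidence bounds, in either direction; inactive means both scores lie inside the 99.7% bounds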;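 further: scored against the spread of the other compound wells on the same plate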
CYP2C9 activ: increases human cytochrome P450 2C9 activity; recombinant CYP2C9, luciferin-H conversion, luminescence; stronger effect = higher value; factor 1 = untreated enzyme, 0 = blocked; activation factor at 5 µM; AID 1024; P11712; actives 1.4% (n = 96,000);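 active means activation factor of 2 or more for CYP2C9 at a 5 µM dose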;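 further: 0 = sulfaphenazole-blocked wells and 1 = vehicle-only wells; values of inactives mirror those of a sister screen read the other way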
HUVEC tox TNFa: HUVEC cytotoxicity counter-screen, TNF alpha stimulated; actives 0.17% (n = 93,000); HUVEC TNFalpha-stimulated, Hoechst cell count, imaging; cell count reduction, % at 2 µM; AID 848;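 active means cell count reduction exceeding the screen mean by over 5 SD, scaled to untreated wells per plate, cut at about 78% in these data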;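 further: cells counted after 24 h of TNF alpha exposure following the 1 h pretreatment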
* hit, by the source's call; nt = not tested or not shown.

SMILES	CYP2C9 inh	Calb biofilm kill	CYP2C19 activ	VCAM1 TNFa inh	CYP2C19 inh	HUVEC tox IL1B	DAT uptake mod	CYP2C9 activ	HUVEC tox TNFa
COc1ccc(OCC(=O)OC2CCN(C)CC2)cc1	-2.8	14.7	1	13.3	-0.8	4.1	0.0767	1	-5.3
COC(=O)c1cc(-c2ccc(OC)c(OC)c2)on1	8.7	3.0	0.8	-16.5	23.9	-3.2	0.163	0.9	-10.9
CC(C)(C)c1cc(C(=S)N2CCN(CCO)CC2)cc(C(C)(C)C)c1O	19.5	1.9	1	-8.8	2.0	24.7	0.577	0.8	-21.0
COc1ccc(Cc2nnc(SCc3nc4ccccc4c(=O)[nH]3)o2)cc1	17.9	1.7	0.7	-6.3	25.5	59.3	-0.214	0.8	-3.8
Cc1cc(C(=O)CSc2nnc(-c3ccc(Cl)cc3)n2CC2CCCO2)c(C)n1C (stereo unspecified)	-75.9	nt	0.9	-16.0	14.5	3.1	nt	1.8	-59.1
Cc1ccc(NC(=O)N2CCCN(Cc3ccc(F)cc3)C2)cc1C	2.0	5.0	0.9	-27.8	11.9	13.5	2.08	1	13.1
O=C(Cn1nnc(-c2ccccc2NC(=O)c2ccccc2)n1)Nc1ccc2c(c1)OCCO2	6.0	nt	1.1	6.2	-12.3	37.1	-1.41	0.9	-11.8
CCOC(=O)N1CCN(c2c(NCc3ccc(N(C)C)cc3)c(=O)c2=O)CC1	11.4	nt	0.9	7.3	13.7	7.2	0.692	0.9	12.3
COCCOCCn1c(CCCO)nc2ccccc21	-20.9	6.6	1.2	18.3	-19.4	-52.1	0.452	1.2	4.1
CCOc1cc(C(=S)N2CCCCC2)ccc1OS(=O)(=O)c1ccc(Br)cc1	69.1*	nt	0.4	-1.1	56.1*	-41.0	0.357	0.3	-15.0
Cn1c(=O)c2c(SCC(=O)N3CCOCC3)nc(C3CC3)nc2n(C)c1=O	8.1	8.6	0.9	14.5	8.8	9.4	-0.445	0.9	-7.9
Cc1cccc(-n2c(-c3csc(C)c3)n[nH]c2=S)c1	21.1	nt	0.6	9.4	35.2	-8.6	0.0852	0.8	-10.2
CCCCOC(=O)CNc1n[nH]c(=S)[nH]c1=O	13.8	-0.8	1	-6.6	1.4	4.6	0.00774	0.9	-15.2
Cc1ccc(CNC(=O)C2CC(=O)N(c3ccc(OCC(=O)N4CCCC4)cc3)C2)cc1 (stereo unspecified)	nt	9.5	nt	8.4	nt	28.9	2.52	nt	-26.3
COc1cc(NC(=O)CSc2ncccc2C(=O)OC(C)C)cc(OC)c1	50.7*	-1.5	0.3	6.0	70.3*	9.1	0.00462	0.5	-6.3
CCOc1ccc(NC(=O)C2CC(C)=C(C)CC2C(=O)O)cc1 (stereo unspecified)	-19.0	9.6	1.1	7.3	-7.4	-60.4	2.29	1.2	-23.6
COc1ccc(/C=N/NC(=O)c2ccoc2C)cc1COc1ccc(Cl)cc1	36.9	nt	0.9	-13.2	14.4	-8.6	2.71	0.6	-13.9
COc1ccccc1N=C1SC(C(=O)Nc2ccc(F)cc2)CC(=O)N1C (stereo unspecified)	nt	2.2	nt	6.1	nt	-12.0	-0.195	nt	-22.9
COc1ccc(-c2ccc(-c3nnn(CC(C)=O)n3)cc2)cc1	-11.6	5.8	1	-2.6	-0.9	-5.9	0.034	1.1	-22.9
CCOC(=O)CSc1nncc2ccc(OC)c(OC)c12	4.3	5.9	0.9	-1.4	11.3	-22.9	0.937	1	-23.4
CCC(C)Sc1nc2ccccc2c(=O)[nH]1 (stereo unspecified)	nt	6.2	nt	0.6	nt	1.6	1.38	nt	-5.9
Cc1n[nH]c(C)c1S(=O)(=O)N1CCCC(C(=O)Nc2ccc3c(c2)OCCO3)C1 (stereo unspecified)	44.5	-1.9	0.7	10.9	31.1	-1.8	1.4	0.6	7.1
O=C(Nc1ccc2c(c1)C(=O)N(c1ccccc1)C2=O)C1CCCO1 (stereo unspecified)	nt	7.7	nt	-18.0	nt	-42.2	0.98	nt	4.1
CC(=O)NC(CC(=O)NCC(c1ccco1)N(C)C)c1ccccc1 (stereo unspecified)	-1.9	8.7	0.8	-7.9	21.8	10.2	-0.00363	1	-20.0
Cc1ccc(C(=O)NC(=S)NCC(=O)c2ccccc2)cc1	9.9	nt	1	6.1	-1.8	-11.2	-1.14	0.9	0.0
CC12CCC(C(=O)N3CCCCCC3)(OC1=O)C2(C)C (stereo unspecified)	-3.6	3.2	1.1	6.4	-10.0	-76.1	-0.316	1	-2.1
Cc1ccc(-n2ncc3c(=O)n(-c4ccc(C)c(C)c4)c(-c4ccco4)nc32)cc1	63.6*	7.8	0.7	0.6	30.9	-18.1	0.964	0.4	3.7
Cc1cc(C)c(NC(=O)C2CCCN2C)c(C)c1 (stereo unspecified)	-15.1	6.6	1.1	2.7	-11.5	-19.9	-0.0842	1.2	10.1
O=[N+]([O-])c1ccccc1CNC(Cc1ccccc1)c1ccccc1 (stereo unspecified)	39.7	-0.8	0.1	13.2	90.0*	nt	0.315	0.6	-24.1
O=C(CN1C(=O)c2ccccc2C1=O)NCc1ccncc1	27.8	8.1	0.6	nt	42.1	nt	-0.164	0.7	nt
COc1cc2c(cc1NC(=O)c1cc(-c3ccncc3)nc3ccc(C)cc13)oc1ccccc12	86.6*	nt	0.4	7.5	61.0*	-18.0	-0.062	0.1	-33.3
O=C(c1ccccc1)c1ccncc1	28.4	-5.6	0.8	15.9	20.8	3.0	0.551	0.7	-6.9
Cc1ccc(-c2nn(CC(=O)Nc3cccnc3)c(=O)c3ccccc23)cc1	80.9*	6.9	0.8	-23.0	15.7	-14.7	1.72	0.2	-19.5
O=C(O)C1C2C=CC(C2)C1C(=O)NCCc1ccncc1 (stereo unspecified)	22.9	8.4	0.2	16.8	78.3*	-0.4	-0.319	0.8	-10.1
CCNC(=O)c1ccc(NS(=O)(=O)c2ccccc2)cc1	31.1	-1.5	0.7	13.0	30.2	-21.1	-0.247	0.7	-10.8
COc1ccc(C2NC(=O)NC(c3ccccc3)=C2c2nc3ccccc3s2)cc1 (stereo unspecified)	35.8	nt	0.7	-3.1	25.7	-9.1	0.0632	0.6	-0.4
O=C(CCCn1c(=S)[nH]c2cc3c(cc2c1=O)OCO3)N1CCN(c2ccc(F)cc2)CC1	72.5*	0.4	1	-9.6	0.9	11.7	0.207	0.3	-15.5
Cc1ccc2c(c1)N(CCC(=O)NC1CC1)C(=O)C(C)O2 (stereo unspecified)	0.8	12.1	0.9	17.6	5.1	-0.6	-0.775	1	10.1
O=C(CSc1ncn[nH]1)Nc1nc(-c2ccccc2)ns1	79.0*	nt	0.2	7.2	78.2*	-45.4	0.0203	0.2	-15.2
O=C(Nc1ccccc1)N(CCc1nc2ccccc2[nH]1)C1CCCC1	10.1	6.5	0.9	0.1	11.6	12.4	-0.198	0.9	-17.9
CC1CC(=O)c2cnc(NCC3CCCO3)nc2C1 (stereo unspecified)	-8.9	-2.6	1	-9.6	1.7	28.4	0.0957	1.1	20.6
O=C1OC(Nc2ccc(Cl)cn2)c2ccccc21 (stereo unspecified)	-22.8	-7.5	1	-8.4	3.7	10.5	-0.0269	1.2	15.9
Cc1cc(Br)c(S(=O)(=O)NCCN2CCOCC2)cc1C	-14.4	5.2	0.6	0.6	41.3	-37.0	-1.12	1.1	-9.7
COC(=O)c1ccc(CSc2nc3sc4c(c3c(=O)n2C)CCCC4)o1	93.6*	4.3	0.2	nt	84.0*	nt	-0.855	0.1	nt
O=C(O)c1ccc(CN2C(=O)CSC2=S)cc1	19.9	-0.7	0.9	3.9	11.4	-1.9	-0.876	0.8	-8.9
Cc1ccc(-c2nc(=S)c3c(n2Cc2ccco2)CCCC3)cc1	21.0	6.6	0.9	nt	5.5	nt	0.903	0.8	nt
CCOC(=O)Nc1ccc(S(=O)(=O)N(C)C(C)C)cc1	32.0	nt	0.8	-0.1	19.6	-1.0	1.1	0.7	-9.3
O=C(COC(=O)C1CCC1)NCc1ccccc1Cl	29.7	1.9	0.1	7.3	87.9*	9.5	-0.641	0.7	-23.6
CCOC(=O)C(NC(=O)CC)(Nc1nc2c(s1)CCCC2)C(F)(F)F (stereo unspecified)	nt	8.6	nt	11.6	nt	-37.7	1.73	nt	0.0
COc1ccc(CCn2c(N3CCOCC3)nc3c2c(=O)[nH]c(=O)n3C)cc1	30.2	6.0	0.9	24.1	5.6	-24.6	0.0163	0.7	-21.2
CC(=O)Nc1ccc(NS(=O)(=O)c2cn(C)c(=O)n(C)c2=O)cc1	-15.3	9.5	1.2	0.8	-16.7	-40.7	-0.621	1.2	-10.0
O=C(Nc1ccc(Cc2ccncc2)cc1)C1CC1	88.7*	-1.9	0.2	11.1	84.0*	-5.3	-0.000672	0.1	-3.7
CC1(C)CC(=O)C=C(Nc2ccc3c(c2)OCCO3)C1	-3.0	nt	1.1	5.3	-6.6	11.3	0.636	1	-5.0
CC(C)c1[nH]nc2c1C(c1ccc(OC(=O)c3ccco3)cc1)C(C#N)=C(N)O2 (stereo unspecified)	72.8*	nt	0.3	-1.6	73.7*	-76.3	-0.745	0.3	-29.2
Cc1ccc(C2(C)NC(=O)N(CC(=O)Nc3ccc4c(c3)OCO4)C2=O)cc1 (stereo unspecified)	82.3*	-4.7	0.6	nt	36.0	nt	-0.647	0.2	nt
COc1ccc(CN2CCN(C)CC2)cc1OCc1ccccc1	3.7	3.3	1	-8.0	1.9	-51.8	-0.799	1	22.0
CCOC(=O)N1CCN(S(=O)(=O)c2cc(Cl)c(OC)cc2Cl)CC1	nt	6.2	nt	-5.3	nt	8.1	1.65*	nt	28.4

Nine structures already listed, ordered by SMILES length, smallest number first:
SMILES	CYP2C9 inh	Calb biofilm kill	CYP2C19 activ	VCAM1 TNFa inh	CYP2C19 inh	HUVEC tox IL1B	DAT uptake mod	CYP2C9 activ	HUVEC tox TNFa
COc1ccc(CN2CCN(C)CC2)cc1OCc1ccccc1	3.7	3.3	1	-8.0	1.9	-51.8	-0.799	1	22.0
CC1(C)CC(=O)C=C(Nc2ccc3c(c2)OCCO3)C1	-3.0	nt	1.1	5.3	-6.6	11.3	0.636	1	-5.0
CCOC(=O)Nc1ccc(S(=O)(=O)N(C)C(C)C)cc1	32.0	nt	0.8	-0.1	19.6	-1.0	1.1	0.7	-9.3
Cc1ccc(-c2nc(=S)c3c(n2Cc2ccco2)CCCC3)cc1	21.0	6.6	0.9	nt	5.5	nt	0.903	0.8	nt
CCOC(=O)N1CCN(S(=O)(=O)c2cc(Cl)c(OC)cc2Cl)CC1	nt	6.2	nt	-5.3	nt	8.1	1.65*	nt	28.4
CC(=O)Nc1ccc(NS(=O)(=O)c2cn(C)c(=O)n(C)c2=O)cc1	-15.3	9.5	1.2	0.8	-16.7	-40.7	-0.621	1.2	-10.0
COc1ccc(CCn2c(N3CCOCC3)nc3c2c(=O)[nH]c(=O)n3C)cc1	30.2	6.0	0.9	24.1	5.6	-24.6	0.0163	0.7	-21.2
Cc1ccc(C2(C)NC(=O)N(CC(=O)Nc3ccc4c(c3)OCO4)C2=O)cc1 (stereo unspecified)	82.3*	-4.7	0.6	nt	36.0	nt	-0.647	0.2	nt
CC(C)c1[nH]nc2c1C(c1ccc(OC(=O)c3ccco3)cc1)C(C#N)=C(N)O2 (stereo unspecified)	72.8*	nt	0.3	-1.6	73.7*	-76.3	-0.745	0.3	-29.2
